Bim-Bcl-XL – inhibitors of Bim-Bcl-XL interaction, human | inhibition, % at 10 µM | Bim peptide-Bcl-XL binding, bead flow cytometry, fluorescence | actives 0.04% (n = 190,000) | AID 1007
RGS7-Gao – human RGS7-Galphao interaction regulation; P09471; Multiplexed bead flow cytometry, RGS7-Galphao binding; actives lie on both sides; binding response (% of control), % at 10 µM; actives 0.35% (n = 220,000); in the data active = binding response below about 49% or above about 150%; inconclusive = no clear call, values can overlap the other calls; inactive = in between;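 also: fluorescent Galphao held in activated GDP-AlF4 state binding bead-coupled RGS7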
Mcl1 Bid PPI – Mcl-1/Bid interaction inhibition | Q07820 | TR-FRET Mcl-1/Bid-Dy647 peptide binding, 1536-well | inhibition, % at 21.7 µM | actives 0.97% (n = 220,000);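 active = compounds that cut the binding signal by more than half at the single screening dose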;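 also: His-tagged Mcl-1 with europium anti-His antibody binding Bid BH3 peptide; 0% = Mcl-1 plus peptide wells and 100% = peptide-only wells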
Target sequence (Q07820 whole entry, looked up): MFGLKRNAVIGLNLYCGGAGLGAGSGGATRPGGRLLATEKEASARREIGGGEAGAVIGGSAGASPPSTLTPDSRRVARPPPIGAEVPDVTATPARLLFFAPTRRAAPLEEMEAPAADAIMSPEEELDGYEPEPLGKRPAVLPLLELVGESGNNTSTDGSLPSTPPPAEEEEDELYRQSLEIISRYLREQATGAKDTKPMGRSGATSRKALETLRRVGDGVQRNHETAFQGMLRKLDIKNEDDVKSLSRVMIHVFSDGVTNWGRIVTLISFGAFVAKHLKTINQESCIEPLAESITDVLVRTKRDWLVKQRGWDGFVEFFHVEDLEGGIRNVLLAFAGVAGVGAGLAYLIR
Bcl-2 Bim block – human Bim-Bcl-2 interaction inhibition; Bead-based flow cytometry, Bim peptide-Bcl-2 binding; P10415; actives 0.06% (n = 190,000); inhibition, % at 10 µM; in the data active = inhibition above about 40%; inconclusive = no clear call, values can overlap the other calls;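 also: 0% = no compound wells with probe peptide and 100% = reference peptide inhibitor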
Target sequence (P10415 whole entry, looked up): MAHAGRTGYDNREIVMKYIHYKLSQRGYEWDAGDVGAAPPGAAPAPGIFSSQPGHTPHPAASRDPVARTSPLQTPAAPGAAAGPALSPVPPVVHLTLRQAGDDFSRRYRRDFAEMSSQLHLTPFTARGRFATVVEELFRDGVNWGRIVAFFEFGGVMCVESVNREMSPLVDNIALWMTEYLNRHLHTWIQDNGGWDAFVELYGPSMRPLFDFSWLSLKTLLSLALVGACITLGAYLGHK
Bcl-B Bim block – human Bim-Bcl-B interaction inhibition. actives 0.073% (n = 190,000). inhibition, % at 10 µM. Q9HD36. bead-based flow cytometry, Bim peptide-Bcl-B binding;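 also: 0% = tracer peptide without compound and 100% = reference inhibitor peptide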
Target sequence (Q9HD36 whole entry, looked up): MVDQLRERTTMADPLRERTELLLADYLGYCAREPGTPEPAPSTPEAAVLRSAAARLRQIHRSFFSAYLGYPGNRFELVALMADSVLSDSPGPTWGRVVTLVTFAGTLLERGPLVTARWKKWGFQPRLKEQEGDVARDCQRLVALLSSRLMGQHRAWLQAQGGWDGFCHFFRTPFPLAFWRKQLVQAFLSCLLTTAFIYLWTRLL
Bim-Mcl-1 – human Bim-Mcl-1 interaction inhibition | Q07820 | Bead-based flow cytometry, Bim peptide-Mcl-1 binding | actives 0.1% (n = 190,000) | inhibition, % at 10 µM;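 also: 0% = no compound tracer wells and 100% = peptide blocker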
RGS8-Gao – modulates binding of RGS8 to human Galphao. P09471. multiplexed bead flow cytometry; actives lie on both sides. response (percent of control binding), % at 10 µM. actives 0.34% (n = 220,000). AID 1423; in the data active = response below about 60% or above about 140%; inactive = in between;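 also: Galphao activated as the GDP aluminium fluoride complex binding bead-coupled RGS8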
Bfl-1 Bim block – human Bim-Bfl-1 interaction inhibition. Q16548. actives 0.12% (n = 190,000). Bead-based flow cytometry, Bim-Bfl-1 binding inhibition. AID 1008. inhibition, % at 10 µM;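 also: 0% = wells without compound plus tracer and 100% = blocker peptide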
GSH bead fluor – GSH bead compound fluorescence profile. GSH beads flow cytometry, compound fluorescence 488/530 nm; active compounds read high. fluorescence (KMESF) at 10 µM. actives 0.25% (n = 190,000); in the data active = fluorescence above about 89;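 also: glutathione beads carrying GST-tagged Bcl family fusion proteins plus one bare bead set; values are compound well signal with DMSO vehicle wells as background; inactives centre near 16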
RGS4-Gao reg – modulates binding of RGS4 to human Galphao; binding response (% of control), % at 10 µM; AID 1415; P09471; actives 0.33% (n = 220,000); Multiplexed bead flow cytometry; actives lie on both sides; in the data active = binding response below about 49% or above about 150%; inactive = in between;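 also: fluorescent Galphao activated with aluminum fluoride binding bead-coupled RGS4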
Bim-Bcl-W – inhibitors of Bim-Bcl-W interaction, human | Q92843 | bead-based flow cytometry, Bim peptide-Bcl-W binding | inhibition, % at 10 µM | actives 0.02% (n = 190,000);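 also: 0% = bound tracer without compound and 100% = peptide blocker; higher means less fluorescent Bim peptide bound to Bcl-W beads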
* hit, by the source's call; u = inconclusive; x = no result given. Rule as the data show it, unless noted: active = inhibition above about 40%.

SMILES	Bim-Bcl-XL	RGS7-Gao	Mcl1 Bid PPI	Bcl-2 Bim block	Bcl-B Bim block	Bim-Mcl-1	RGS8-Gao	Bfl-1 Bim block	GSH bead fluor	RGS4-Gao reg	Bim-Bcl-W
CC(=O)N1CCN(Cc2nc3cc(NC(=O)c4ccc(F)cc4)ccc3n2C)CC1	-6	100	-16	-5	-6	0	95	-1	9	103	0
Cc1ccc(CNC(=O)C2CCN(S(=O)(=O)c3cnc[nH]3)CC2)cc1	-2	106	1	-6	-6	-2	104	-9	59	100	0
CC(=O)Nc1cccc(NC(=O)CSc2nnnn2C(C)C)c1	0	99	-2	0	-1	-6	104	-1	18	101	-1
Cc1cccc(C)c1NC(=S)N/N=C1\CC2CC=CC12 (stereo not drawn)	-3	u	-19	-4	-36	-2	100	5	12	101	-2
Cc1nn(-c2ccccc2)c2sc(C(=O)NCCN3CCOCC3)cc12	5	98	x	2	5	7	102	1	29	101	4
Cc1cc(=O)oc(C)c1C(=O)NCCCN1CCN(c2ccc(F)cc2)CC1	-2	99	-41	-3	-2	-3	102	-2	26	101	-3
CCCc1ccc(OCC(=O)NNC(=S)NC(=O)c2ccco2)cc1	-5	94	-60	-1	-7	0	95	-3	17	90	2
CC1(C)C2CC=C(/C=N/NC(=O)c3ccc(O)cc3)C1C2 (stereo not drawn)	-6	98	-2	-9	-7	-11	104	-7	18	102	-4
COC(=O)c1c(NC(=O)CC2Sc3ccc(C(F)(F)F)cc3NC2=O)sc(C)c1C (stereo not drawn)	-6	100	-2	-5	-8	-8	103	-2	20	100	-4
CCOC(=O)CCCCC(=O)c1[nH]c(=O)[nH]c1CSc1nc(C)cc(C)n1	0	100	-47	-4	-5	-2	99	-3	9	101	0
CCCCCCCn1c(=N)n(CC(O)c2ccco2)c2ccccc21 (stereo not drawn)	-3	101	-25	0	-7	4	104	-9	14	101	0
CC(=O)Nc1ccc(/C(C)=N/NS(=O)(=O)c2ccc(C)cc2)cc1	-9	102	-1	-8	-9	-7	105	-14	23	99	-6
Cc1cc(/C=C(/C#N)c2cccc(Cl)c2)c(C)n1C	-1	97	-13	-2	0	0	98	6	13	95	0
O=c1c2ccccc2nc(-c2ccccc2)n1Cc1ccccc1	-4	100	-8	-1	-5	0	101	-6	12	100	1
Cc1cc(C)n(CCN(C)c2nc3nonc3nc2NC2CC2)n1	2	99	-12	-5	0	0	108	-4	16	99	-3
COc1ccc(NC(=O)CN2CCN(S(=O)(=O)c3ccc(Cl)cc3)CC2)cc1	0	103	-1	-1	-7	0	98	-8	36	102	0
COc1cc(OC)c(C(=O)CCC(=O)O)cc1OC	16	106	-20	19	18	11	112	23	4	111	12
CCCOC(=O)CCCCCCCCC(O)CN1CCCCC1 (stereo not drawn)	-1	104	2	-1	-4	0	98	-4	13	100	-1
CN(c1nc(-c2ccc(Br)cc2)cs1)C1CCS(=O)(=O)C1 (stereo not drawn)	0	100	-21	-4	-10	0	101	-3	11	99	-1
O=c1[nH]c2ccc(S(=O)(=O)NCc3ccccn3)cc2s1	-6	95	-7	-4	-7	-3	99	-6	25	98	0

Reformatted: entries from further up
Bim-Bcl-XL | RGS7-Gao | Mcl1 Bid PPI | Bcl-2 Bim block | Bcl-B Bim block | Bim-Mcl-1 | RGS8-Gao | Bfl-1 Bim block | GSH bead fluor | RGS4-Gao reg | Bim-Bcl-W | Molecule
-9 | 102 | -1 | -8 | -9 | -7 | 105 | -14 | 23 | 99 | -6 | CC(=O)Nc1ccc(/C(C)=N/NS(=O)(=O)c2ccc(C)cc2)cc1
-1 | 97 | -13 | -2 | 0 | 0 | 98 | 6 | 13 | 95 | 0 | Cc1cc(/C=C(/C#N)c2cccc(Cl)c2)c(C)n1C
-4 | 100 | -8 | -1 | -5 | 0 | 101 | -6 | 12 | 100 | 1 | O=c1c2ccccc2nc(-c2ccccc2)n1Cc1ccccc1
2 | 99 | -12 | -5 | 0 | 0 | 108 | -4 | 16 | 99 | -3 | Cc1cc(C)n(CCN(C)c2nc3nonc3nc2NC2CC2)n1
0 | 103 | -1 | -1 | -7 | 0 | 98 | -8 | 36 | 102 | 0 | COc1ccc(NC(=O)CN2CCN(S(=O)(=O)c3ccc(Cl)cc3)CC2)cc1
16 | 106 | -20 | 19 | 18 | 11 | 112 | 23 | 4 | 111 | 12 | COc1cc(OC)c(C(=O)CCC(=O)O)cc1OC
-1 | 104 | 2 | -1 | -4 | 0 | 98 | -4 | 13 | 100 | -1 | CCCOC(=O)CCCCCCCCC(O)CN1CCCCC1 (stereo not drawn)

The results go on:
SMILES	Bim-Bcl-XL	RGS7-Gao	Mcl1 Bid PPI	Bcl-2 Bim block	Bcl-B Bim block	Bim-Mcl-1	RGS8-Gao	Bfl-1 Bim block	GSH bead fluor	RGS4-Gao reg	Bim-Bcl-W
CC(C)CCN(C(=O)Nc1ccccc1)C(C)c1cccs1 (stereo not drawn)	-4	105	-5	-2	-4	0	99	-2	36	103	-3
Cc1ccc(N=C2NC(=O)/C(=C\c3ccco3)S2)cc1	-3	100	-28	3	-6	-3	98	4	11	96	-4
Cc1nn(-c2ccccc2)c2sc(-c3nnc(SCC(=O)O)o3)cc12	x	89	20	u	x	x	97	x	11	87	x
CCc1nc2cc(Cl)c(Cl)cc2[nH]1	4	102	-41	-3	1	2	103	-1	18	108	-1
COc1ccccc1N(CC(=O)NC(C)(C)C)S(=O)(=O)c1cccs1	-1	109	-18	-3	-3	-1	108	0	10	101	-1
O=C(CCNc1n[nH]c(=O)[nH]c1=O)N/N=C/c1ccc(Cl)cc1	-2	101	-23	0	0	1	102	-5	15	106	-1
CCOP(=O)(c1ccccc1)c1nc(-c2ccccc2C)oc1N1CCCCC1 (stereo not drawn)	-3	102	-1	-2	-3	-2	104	0	15	101	-1
COc1ccccc1NC(=O)CSc1nnc(C2CCCCC2)n1C	-2	94	-27	0	-3	0	99	-1	27	93	-3
CCOc1cnn(Cc2ccccc2)c(=O)c1SCc1ccccc1	-4	101	-25	-11	-10	-3	104	-11	13	100	-3
CSc1nc2c(c(=O)[nH]1)CCCC2	0	100	-9	-6	-5	-1	104	-13	31	101	1
CCN=c1scc(-c2ccco2)n1/N=C/c1ccc(OC)c(O)c1	1	99	-13	0	-3	2	99	3	11	100	1
CCOC(=O)C1(Cc2cccc(OC)c2)CCN(CC=C(C)C)CC1	-2	97	-15	-6	-5	-2	101	-7	8	100	0
Cc1c(Nc2nc3ccccc3nc2N2CCN(c3ccccc3)CC2)c(=O)n(-c2ccccc2)n1C	-2	101	-4	-8	-6	0	105	-14	26	99	0
O=C1C(SC(F)(F)C(F)F)=C(C(F)(F)F)OC2C3C=CC(C3)C12 (stereo not drawn)	-3	100	-5	-4	-1	0	101	-1	19	100	-3
CCOC(=O)N1CCN(C(=O)C2CCN(C(=O)c3cc4sccc4n3CC)CC2)CC1	-3	100	-19	-7	-4	1	100	-7	19	99	2
CCOC(=O)N1CCN(C(=O)CN(C2CCCCC2)S(=O)(=O)c2ccc(C)cc2)CC1	-7	100	-17	-6	-10	0	101	-12	41	99	3
COCCOc1cc(NC(=O)CS(=O)(=O)CC(=O)N(C)C)c(Cl)cc1Cl	-2	99	-30	-1	-5	-2	100	-4	10	101	-4
CCOc1ccc(Br)cc1/C=N/O	1	101	-14	-1	0	18	101	-2	9	100	9
COc1cccc(OC)c1C(=O)OCC(=O)/C(C#N)=C(\C)N	0	102	-19	-6	-1	0	100	-4	11	99	-3
COc1ccccc1NC(=O)Nc1cnccn1	0	108	-13	-1	-3	2	102	-4	12	101	2
Cc1c(NC(=O)c2ccccc2N(C)S(=O)(=O)c2ccccc2)c(=O)n(-c2ccccc2)n1C	-1	101	-30	0	-7	0	102	-9	4	102	0
O=C(NNC(=O)C1CCCN(S(=O)(=O)c2ccc3ccccc3c2)C1)C1CC1 (stereo not drawn)	-2	107	-5	-3	-4	-2	101	-5	12	101	-5
CC(NC(=O)c1ccccc1F)c1nnc(SCc2nc3ccccc3c(=O)[nH]2)n1C (stereo not drawn)	-4	100	2	-3	-1	0	98	2	9	102	-3
CCOC(=O)c1oc2ccc(S(=O)(=O)N3CCOCC3)cc2c1C	0	96	-3	-2	1	-4	92	0	12	97	0
CCCCNC(=O)C1c2ccccc2C(=O)N(c2ccc(OC)cc2)C1c1ccc(OC)cc1 (stereo not drawn)	0	85	-25	0	-1	-1	89	0	11	80	-2
Cc1ccc(-c2nn3c(C)nnc3c3ccccc23)cc1S(=O)(=O)NC(C)c1ccccc1 (stereo not drawn)	-2	103	14	0	-7	-3	103	-1	15	99	0
O=C(O)c1cccc(S(=O)(=O)Nc2cccc(S(=O)(=O)N3CCCCCC3)c2)c1	-3	96	1	0	-5	-6	97	-3	15	99	-2
O=C(CNC(=O)c1ccco1)NCC(=O)OCc1ccccc1Br	29	103	-12	89*	x	43*	102	x	x	102	23
O=C(NCc1ccc(Cl)cc1)C1CCC(CNc2c(N3CCCCC3)c(=O)c2=O)CC1 (stereo not drawn)	-1	106	-8	0	-1	-1	104	0	15	106	0
COC(=O)C(CCSC)NS(=O)(=O)c1ccc(Cl)cc1 (stereo not drawn)	-4	109	-29	-6	-8	-1	105	-9	16	107	-2
CNC(=S)N1CCC(NC(=O)C(Cc2ccccc2)NC(C)=O)CC1 (stereo not drawn)	-2	106	-15	0	-6	2	103	-6	19	104	1
O=C(CNS(=O)(=O)c1ccc(F)cc1)N1CCN(c2ccc(F)cc2)CC1	-10	100	-23	-14	-14	-4	104	-17	33	103	-3
O=c1[nH]c(=O)n(C2CCCCCC2)c(O)c1C=NCc1ccc(F)cc1	-8	97	12	-5	-7	-1	101	-15	34	98	-2
Cc1ccc(S(=O)(=O)N(C(=O)c2ccco2)c2cc3sc(=O)oc3c3ccccc23)cc1	6	99	1	29	19	7	89	19	5	96	16
COc1ccc(CCNC(=O)CC2COc3ccccc3O2)cc1OC (stereo not drawn)	-9	107	-6	-13	-8	-5	100	-22	26	101	-2

From PubChem BioAssay
